# Screening results deposited in PubChem by The Scripps Research Institute Molecular Screening Center.
# GalR3 antag: GalR3 antagonists in HEK293 cells, primary screen, cell-based, fluorescence readout | Galanin receptor type 3 (Homo sapiens), O60755 | HEK293 GalR3-CNG cAMP membrane potential fluorescence; galR3 body fused to GalR1 C-terminus | inhibition, % at 3 µM | 360,000 tested, 0.44% active | AID 651719, 2012;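 active = inhibition above the screen-wide average plus 3 SD, cut at about 13% in these data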;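 note: forskolin and galanin both at EC90 stimulate the cells; cAMP rise reported by CNG channel membrane potential dye signal; 0% = forskolin plus galanin with DMSO and 100% = forskolin alone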
# Target sequence (O60755 1-299 limits assumed): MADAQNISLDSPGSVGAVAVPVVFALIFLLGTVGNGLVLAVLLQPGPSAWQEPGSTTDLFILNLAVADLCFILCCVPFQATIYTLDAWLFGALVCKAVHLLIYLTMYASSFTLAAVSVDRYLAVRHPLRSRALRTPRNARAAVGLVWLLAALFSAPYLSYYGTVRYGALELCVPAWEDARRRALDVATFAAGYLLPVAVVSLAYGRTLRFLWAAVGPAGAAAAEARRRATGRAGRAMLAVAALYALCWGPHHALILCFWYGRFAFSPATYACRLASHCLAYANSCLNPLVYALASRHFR
# An asterisk follows results filed as active. The list is partial, so the mix of outcomes need not match the whole.
SMILES,GalR3 antag
CC(C)Oc1ccc(S(=O)(=O)N2CCOCC2)cc1NC(=O)c1nn(C)c(=O)c2ccccc12,-2
Cc1cc(C)cc(CC(=O)N2CCC2(C)C(=O)NS(=O)(=O)c2ccccc2C)c1 (stereo not drawn),-7
C[C@@H]1CN([C@H](C)CO)C(=O)c2cc(Br)cnc2O[C@@H]1CN(C)C(=O)NC1CCCC1,-4
Cc1ccc(-c2csc(C(C)(O)c3cccc(F)c3)n2)cc1C (stereo not drawn),-4
FC(F)(F)c1ccccc1CN1CCCc2nc(-c3ccccc3)ccc21,-7
COc1cccc(C(=O)N[C@H](C(=O)N2CCC[C@H]2C(=O)NCc2ccccc2)C2CCCCC2)c1,-1
COc1ccc(-c2nc3c(C)cc(Br)cn3c2Cc2cccc(F)c2)cc1OC,-7
O=C(NCc1cc(Cl)cc(Cl)c1)c1ccc2nc(COCCO)[nH]c2c1,-7
Cc1ccc(-c2cccc([C@H]3[C@@H]4C=CC[C@@H](C)[C@@H]4C(=O)N3Cc3ccccc3)c2)cc1,-3
FC(F)(F)c1nc2nc(Cl)c(Cl)nc2[nH]1,-3
OC(CN(Cc1ccccc1)Cc1ccccc1)c1ccccc1 (stereo not drawn),0
Cc1ccc(NC(=O)Cc2nc(COC(=O)Cc3cccc(C(F)(F)F)c3)cs2)cc1,-5
O=C(Cc1cn(Cc2ccccc2)c2ccccc12)Nc1ccc(Nc2cccnc2)c(Br)c1,-2
CCc1ccccc1OCC(=O)Nc1cc(S(=O)(=O)N2CCOCC2)ccc1N1CCCCC1,-2
O=C(Cc1cccc(F)c1)N1CCOCC1,-10

# The last five records of the part before come first, to join the parts.
SMILES,GalR3 antag
OC(CN(Cc1ccccc1)Cc1ccccc1)c1ccccc1 (stereo not drawn),0
Cc1ccc(NC(=O)Cc2nc(COC(=O)Cc3cccc(C(F)(F)F)c3)cs2)cc1,-5
O=C(Cc1cn(Cc2ccccc2)c2ccccc12)Nc1ccc(Nc2cccnc2)c(Br)c1,-2
CCc1ccccc1OCC(=O)Nc1cc(S(=O)(=O)N2CCOCC2)ccc1N1CCCCC1,-2
O=C(Cc1cccc(F)c1)N1CCOCC1,-10
CC(C)Oc1cccc(NC(=O)C2(C)CCN2C(=O)C(C)C)c1 (stereo not drawn),-3
O=c1n(CC2CO2)c(=O)n(CC2CO2)c(=O)n1CC1CO1 (stereo not drawn),-3
Cc1ccc(S(=O)(=O)NCc2nnnn2-c2ccc(F)cc2)cc1,5
COc1ccc(NC(=O)N(C)C[C@@H]2OCc3cn(nn3)CCCC(=O)N([C@H](C)CO)C[C@H]2C)c(OC)c1,-5
Cc1ccc(S(=O)(=O)N2C(c3ccc(Cl)c(Cl)c3)CC=C(C(=O)O)C2c2cccc(Cl)c2)cc1 (stereo not drawn),-7
C=CCNc1ccc2c(c1)OC[C@H](Cc1ccccc1)NS2(=O)=O,-3
CCCCN(C(=O)c1cccc(S(=O)(=O)N(C)c2ccc(C)cc2)c1)c1c(N)n(CC(C)C)c(=O)[nH]c1=O,-4
Cn1c(=O)c2c(ncn2CC(=O)OCC(=O)c2ccc(Br)cc2)n(C)c1=O,-1
CCN(CC)C(=O)C1=C(C)N(CCC2=CCCCC2)C(=O)C(CC(=O)NCCCCc2ccccc2)C1 (stereo not drawn),-7
COC(=O)c1ccc(COc2cccn3c(N(C)C(=O)CCC4CCCC4)c(C)nc23)cc1,-4
O=S(=O)(c1ccc(NC(=S)N2CCCCC2)cc1)N1CCCCC1,3
CN(C)S(=O)(=O)c1ccc(/C(O)=C2/C(=O)C(=O)N(CCN3CCCCC3)C2c2cccnc2)cc1 (stereo not drawn),1
COc1cccc2oc(CCc3ccccc3)cc(=O)c12,-3
O=C(Nc1cccc(S(=O)(=O)N2CCOCC2)c1)c1cc(S(=O)(=O)N2CCOCC2)c(Cl)cc1Cl,0
Cc1ccc(S(=O)(=O)N(C)C[C@H]2Oc3cc(Br)ccc3S(=O)(=O)N([C@H](C)CO)C[C@@H]2C)cc1,-4
COc1ccc(CN2C(=O)C(CC(=O)NC3CCCC3)CC(C(=O)N(C(C)C)C(C)C)=C2C)cc1 (stereo not drawn),-3
COCCNC(=O)C1CCCN(C(=O)c2cccnc2Oc2ccccc2)CC1 (stereo not drawn),-3
CCOC(=O)[C@]12CCCC=C1N(Cc1ccco1)C(=O)[C@H](CC(=O)N1CCSCC1)C2,-5
CN(C)Cc1csc(NC(=O)Nc2ccccc2Oc2ccccc2)n1,-8
Cc1cc2nc(C3CCCCC3)c(Cc3ccccc3C(F)(F)F)n2c(C)c1Br,-7
CCCNC(=O)C1(C)CCCN(C(=O)c2ccccc2OC(F)(F)F)C1 (stereo not drawn),-4
COc1ccc(-n2nnnc2CNC(=O)c2c(-c3ccccc3Cl)noc2C)cc1,-6
CC(=NNC(=S)N1CC2CCC(CC2)C1)c1ccccn1,-5
Cc1c(C(=O)NCc2ccccc2C(F)(F)F)sc(=O)n1Cc1ccc(S(=O)(=O)N(C)C)cc1,-3
CCOC(=O)c1cc([N+](=O)[O-])cc([N+](=O)[O-])c1Sc1ncnc2nc[nH]c12,-3
O=C(O)c1sc(C(=O)O)c(-c2ccccc2)c1-c1ccccc1,-4
COc1ccc(CNC(=O)c2sc(=O)n(Cc3cc(Cl)ccc3OC)c2C)cc1,-6
CCCc1cc(C(=O)Nc2cccc(-c3nn[nH]n3)c2)sc1C,-5
CN1CCN(C(=O)c2ccc(Cc3cn(C)c4ccccc34)nc2)CC1,-1
COC(=O)c1ccc2nc(-c3cccc(Br)c3)c(CC3CCCCC3)n2c1,1
Nc1ccc2c(c1)[nH]c(=O)c1cc(N)ccc12,6
CCCN(CCC)CCN1CCN(C(=O)[C@H](CCc2ccccc2)NC(=O)[C@H]2O[C@@H](n3cnc4c(N)ncnc43)[C@H](O)[C@@H]2O)CC1,-5
Cc1ccccc1-c1cc2nc(NCCOc3ccccc3)n(C)c(=O)c2s1,-2
CN(Cc1ccccc1)C(=O)COC(=O)c1c[nH]c2ccccc12,-1
CN(c1ccc(F)cc1)S(=O)(=O)c1ccc(Cl)c(C(=O)NCC2CCCO2)c1 (stereo not drawn),-5
Cc1cc(C)cc(C(=O)N2CCCCC2)c1,-6
O=C(OCc1ccccc1)N1C[C@H](O)[C@H](O)C[C@@H]1c1c(Cl)cccc1Br,-3
CCOc1cc(N2CCOCC2)c(OCC)cc1NC(=O)C(NC(=O)c1c(F)cccc1F)C(C)C (stereo not drawn),-8
COC(=O)c1cc2c(c3c4cc(F)ccc4n(S(=O)(=O)c4ccc(C)cc4)c13)C(=O)N(Cc1ccccc1OC)C2,4
COC(=O)[C@]12CCCCC=C1N(Cc1ccc3c(c1)OCO3)C(=O)[C@H](CC(=O)NCc1cccs1)C2,-7
COc1ccc(N2C(=O)c3n[nH]c(C)c3C2c2ccc(F)cc2)cc1 (stereo not drawn),-6
COc1ccc(F)cc1-c1cc(C(=O)Nc2ccc(NC(C)=O)cc2)[nH]n1,-6
COc1ccc2cc(C3=CCCC3(C)C(=O)O)ccc2c1 (stereo not drawn),-2
Cn1c2ccccc2c(=O)c2ccc(Cl)cc21,-5
CCOc1cc2c(cc1O)C(=NOC)CC1C2CCC2(C)C(O)CCC12 (stereo not drawn),-3
O=C(NNC(=O)c1ccccc1F)c1ccc(-c2ccccc2Cl)o1,-7
Cc1nn(-c2ccccc2)nc1C(=O)Nc1cccc(C(=O)NC2CC2)c1,-8
O=S1(=O)N[C@@H](Cc2ccccc2)COc2cccc(N3CCSCC3)c21,-5
COc1ccc(CNCCCNCc2ccc(OC)c(OC)c2)cc1OC,-8
COc1ccc(-c2ccc(CN3C(CC(C)C)C(=O)N(Cc4cn(Cc5ccco5)nn4)CCS3(=O)=O)cc2)cc1 (stereo not drawn),-4
COc1ccc(Nc2c(-c3cc4ccccc4o3)nc3nc(C)cc(C)n23)cc1,3
COc1cc(C(=O)N2CCC2(C)C(=O)O)cc(OC)c1OC (stereo not drawn),-3
CCCCS(=O)(=O)N1CCN(C(=O)C(=O)c2cccc(C(F)(F)F)c2)CC1,-4
CC1CCc2ccccc2N1CC(=O)Nc1cccc(S(=O)(=O)N2CCCC2)c1 (stereo not drawn),-1
CC(C)(C)S(=O)N1Cc2cc(=O)n(Cc3ccccc3)c(CCO)c2[C@H]1CCO (stereo partly drawn),-5
CC1CCCC(C)N1S(=O)(=O)c1ccc(NC(=O)CCN2C(=O)C3CC=CCC3C2=O)cc1 (stereo not drawn),-1
O=C(O)C1CCc2nc(NCc3ccccc3)nc(NCc3ccccc3)c2C1 (stereo not drawn),-5
COc1cc(-c2c(C(=O)c3ccccc3)[nH]c(N)c2C(N)=O)ccc1F,-6
CCOC(=O)C1(C)CCCN1C(=O)c1ccc(OC)c(F)c1 (stereo not drawn),5
CC(C)(C)N1C(=O)c2ccccc2NC(=O)C1C(=O)Nc1ccc2c(c1)OCCO2 (stereo not drawn),-6

# In another format: two of the compounds above
Structure	GalR3 antag
CC1CCCC(C)N1S(=O)(=O)c1ccc(NC(=O)CCN2C(=O)C3CC=CCC3C2=O)cc1 (stereo not drawn)	-1
O=C(O)C1CCc2nc(NCc3ccccc3)nc(NCc3ccccc3)c2C1 (stereo not drawn)	-5

# (next part)
SMILES,GalR3 antag
O=C(/C=C/c1ccccc1)CC(=O)c1ccccc1,-4
Cc1ccc([C@@H]2C[C@H]3[C@@H](CN2S(=O)(=O)c2ccc(Cl)cc2)C(=O)C[C@@H](c2ccccc2F)N3S(=O)(=O)c2ccc(C)cc2)cc1,-4
COc1cc(C(O)c2nc(-c3ccccc3OC)cs2)ccc1F (stereo not drawn),-3
CC=CC1OCC(CC)C(CCC)O1 (stereo not drawn),-3
N#CC(CC(=O)c1ccc(Cl)cc1)c1ccccc1 (stereo not drawn),-1
COC(=O)[C@H](Cc1ccccc1)NC(=O)[C@H]1O[C@@H](n2cnc3c(=O)[nH]c(N)nc32)[C@H](O)[C@@H]1O,-7
CC(=O)OC1CCC2(C)C(CCC3C4CC=C(C(C)=O)C4(C)OC(=O)CC32)C1 (stereo not drawn),2
Cn1ccn(CCCCCCn2ccn(C)c2=S)c1=S,3
CC(=O)Nc1ccc(C=NNc2ccc([N+](=O)[O-])cn2)cc1,0
CCCCc1c(-c2cccc(Cl)c2)ncn1CCc1ccccc1OC,-3
CC(C)Oc1ccc(F)cc1-c1cc(C(=O)NCc2ccc(F)cc2)[nH]n1,-4
CCCS(=O)(=O)NC(=O)C1(C)CCN(C(=O)c2ccc(C(=O)OC)cc2)C1 (stereo not drawn),0
CC(=Cc1cccs1)C(=O)c1ccccc1,-6
CC(C)c1ccc(C2(C)NC(=O)N(C(C)C(=O)Nc3ccc(N4CCOCC4)cc3)C2=O)cc1 (stereo not drawn),-4
CC(C)c1ccc(NC(=O)COC(=O)Cn2cnc3c2c(=O)n(C)c(=O)n3C)cc1,-6

# A second format for part of the listing above.
GalR3 antag	SMILES
2	CC(=O)OC1CCC2(C)C(CCC3C4CC=C(C(C)=O)C4(C)OC(=O)CC32)C1 (stereo not drawn)
-4	CC(C)c1ccc(C2(C)NC(=O)N(C(C)C(=O)Nc3ccc(N4CCOCC4)cc3)C2=O)cc1 (stereo not drawn)
-7	COC(=O)[C@H](Cc1ccccc1)NC(=O)[C@H]1O[C@@H](n2cnc3c(=O)[nH]c(N)nc32)[C@H](O)[C@@H]1O
-3	CCCCc1c(-c2cccc(Cl)c2)ncn1CCc1ccccc1OC

# (further entries)
SMILES,GalR3 antag
Cc1ccc(C(NC(=O)C2CCN(CCCOc3ccccc3)CC2)c2ccccn2)cc1 (stereo not drawn),-9
O=C(NCc1nnnn1-c1ccc(Cl)cc1)C1CC(=O)N(c2ccc(F)cc2)C1 (stereo not drawn),-5
CN(C)CCNC(=O)c1cccc2nc3c(ccc4ccccc43)nc12,-6
O=C(OCc1ccccc1)N1CCN(C(c2ccnc3ccccc23)c2nnnn2-c2ccc3c(c2)OCCO3)CC1 (stereo not drawn),-2
CNc1ccc(-c2cccc(CO)c2)cn1,-4
CC1(C(=O)Nc2cnc3ccccc3c2)CCN1C(=O)CC(c1ccccc1)c1ccccc1 (stereo not drawn),-8
COc1cccc(C(O)c2nc(-c3cncnc3)cs2)c1 (stereo not drawn),6
CN(C(=O)c1cccc(NC(=O)Cc2ccc(NC(=O)C3CCCN(C(=O)C4CCC4)C3)cc2)c1)C1CCCCC1 (stereo not drawn),1
Oc1ccccc1,0
COc1ccc(CC(N)c2csc(NC(=O)c3ccccc3OC)n2)cc1 (stereo not drawn),0
COc1cccc(C(c2cccc(OC)c2)c2ccccc2C(=O)O)c1,-4
O=S(=O)(c1cccc2ccccc12)N1CCC2CC1c1cc(Cl)ccc12 (stereo not drawn),-8
CCNC(=O)C1(C)CCN(C(=O)c2cc(C)oc2C)C1 (stereo not drawn),2
CCCCN1CC(C)(C)Oc2cccc(F)c2S1(=O)=O,2
O=C(NCCN1CCC(n2c(=O)[nH]c3ccccc32)CC1)c1ccc(F)cc1F,2

# Two entries picked at random from the list so far:
SMILES,GalR3 antag
Oc1ccccc1,0
CN(C)CCNC(=O)c1cccc2nc3c(ccc4ccccc43)nc12,-6

# Additional compounds follow.
SMILES,GalR3 antag
C/C=C/c1cnc2c(c1)C(=O)N([C@H](C)CO)C[C@@H](C)[C@@H](CN(C)C(=O)NC1CCCC1)O2,2
COc1cc(C(=O)C(=O)c2ccc(OC)c(OC)c2)ccc1O,4
COc1ccc(CN(C)CCCn2cnc3c(OCc4ccccc4)ncnc32)cc1,-6
CC(=NNC(N)=O)c1ccc(Cl)c(-n2cccc2)c1,-9
Cn1ccc2c(-c3ccc(C(F)(F)F)cc3)cc3c(c21)C1CCC3O1 (stereo not drawn),-6
O=C(C(=NNc1ccccc1)c1ccccc1)c1ccccc1,-8
O=C(C[C@H]1CC[C@H](NC(=O)C2CCOCC2)[C@@H](CO)O1)NCc1ccncc1,-4
CCCCNC(=O)C(NC(=O)c1ccc2c(c1)OCO2)C(=O)c1ccccc1 (stereo not drawn),-6
